Compound activity: PubChem BioAssay, Sanford-Burnham Center for Chemical Genomics
Gli-Sufu antag – Gli-Sufu pathway antagonists, primary screen, luciferase luminescence, Sufu-KO-LIGHT cells, uHTS. Sufu-KO-LIGHT fibroblasts, Gli luciferase reporter luminescence. inhibition, % at 5 µM. 0.74% of 340,000 active. AID 588413, 2011;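 active = inhibition above about 55%, limit read from the data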;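 also: 0% = DMSO-treated cells and 100% = wells with medium but no cells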
UBC13 inh – UBC13 polyubiquitin chain formation inhibitors, primary screen, biochemical, TR-FRET, uHTS; inhibition, % at 20 µM; 0.47% of 330,000 active; in the data active = inhibition above about 45%, passing the limit was not always enough
EBI2 block – EBI2 receptor antagonists, beta-arrestin recruitment, primary screen, cell-based, luminescence, 7a,25-OHC stimulation, uHTS. AID 651636, 2012. 0.81% of 360,000 active. G-protein coupled receptor 183 (Homo sapiens), P32249. 7a,25-OHC stimulated. inhibition, % at 5 µM; in the data active = inhibition above about 38%;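 also: enzyme fragment complementation signal reports receptor beta-arrestin coupling in cells; 0% = agonist plus DMSO wells and 100% = wells without agonist; some results beyond the cut were filed as inactive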
697 NFkB inh – inhibitors of PMA/ionomycin-induced NF-kB reporter, 697 cells, primary screen, B-cell NF-kB inhibitor project, cell-based, luminescence, uHTS; 697 B-cell NF-kB luciferase reporter, 16 h; inhibition, % at 4 µM; 0.33% of 330,000 active; in the data active = inhibition above about 35%
Jurkat NFkB inh – inhibitors of induced NF-kB luciferase reporter, primary screen, TCR NF-kB activation inhibitor project, cell-based, luminescence, uHTS | Jurkat, PMA/ionomycin-induced NF-kB luciferase reporter | inhibition, % at 4 µM | 0.53% of 330,000 active
CCR6 antag – CCR6 receptor antagonists, primary screen, cell-based, CHO-K1, luminescence, beta-arrestin, uHTS | C-C chemokine receptor type 6 (Homo sapiens), P51684 | 0.49% of 340,000 active | CHO-K1 CCR6 PathHunter beta-arrestin, CCL20-stimulated | inhibition, % at 20 µM;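 active = compounds whose inhibition of the agonist-driven luminescence signal at 20 µM reaches about 50%, limit read from the data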;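 also: cells stimulated with CCL20 at 14 nM final; plate controls were DMSO with CCL20 for no effect and DMSO without agonist for full effect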
Apaf1 inhib – inhibitors of human Apaf-1 apoptosome, primary screen, biochemical, DEVD-Rh110 fluorescence, uHTS | inhibition, % at 20 µM | AID 489030, 2010 | 0.71% of 330,000 active | Apoptotic protease-activating factor 1 (Homo sapiens), O14727 | reconstituted apoptosome caspase-3 activity; active = inhibition of at least 40% at 20 µM;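 also: plate controls were DMSO wells for no effect and DEVD-CHO caspase inhibitor wells for full effect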
Target sequence (O14727 whole entry, looked up): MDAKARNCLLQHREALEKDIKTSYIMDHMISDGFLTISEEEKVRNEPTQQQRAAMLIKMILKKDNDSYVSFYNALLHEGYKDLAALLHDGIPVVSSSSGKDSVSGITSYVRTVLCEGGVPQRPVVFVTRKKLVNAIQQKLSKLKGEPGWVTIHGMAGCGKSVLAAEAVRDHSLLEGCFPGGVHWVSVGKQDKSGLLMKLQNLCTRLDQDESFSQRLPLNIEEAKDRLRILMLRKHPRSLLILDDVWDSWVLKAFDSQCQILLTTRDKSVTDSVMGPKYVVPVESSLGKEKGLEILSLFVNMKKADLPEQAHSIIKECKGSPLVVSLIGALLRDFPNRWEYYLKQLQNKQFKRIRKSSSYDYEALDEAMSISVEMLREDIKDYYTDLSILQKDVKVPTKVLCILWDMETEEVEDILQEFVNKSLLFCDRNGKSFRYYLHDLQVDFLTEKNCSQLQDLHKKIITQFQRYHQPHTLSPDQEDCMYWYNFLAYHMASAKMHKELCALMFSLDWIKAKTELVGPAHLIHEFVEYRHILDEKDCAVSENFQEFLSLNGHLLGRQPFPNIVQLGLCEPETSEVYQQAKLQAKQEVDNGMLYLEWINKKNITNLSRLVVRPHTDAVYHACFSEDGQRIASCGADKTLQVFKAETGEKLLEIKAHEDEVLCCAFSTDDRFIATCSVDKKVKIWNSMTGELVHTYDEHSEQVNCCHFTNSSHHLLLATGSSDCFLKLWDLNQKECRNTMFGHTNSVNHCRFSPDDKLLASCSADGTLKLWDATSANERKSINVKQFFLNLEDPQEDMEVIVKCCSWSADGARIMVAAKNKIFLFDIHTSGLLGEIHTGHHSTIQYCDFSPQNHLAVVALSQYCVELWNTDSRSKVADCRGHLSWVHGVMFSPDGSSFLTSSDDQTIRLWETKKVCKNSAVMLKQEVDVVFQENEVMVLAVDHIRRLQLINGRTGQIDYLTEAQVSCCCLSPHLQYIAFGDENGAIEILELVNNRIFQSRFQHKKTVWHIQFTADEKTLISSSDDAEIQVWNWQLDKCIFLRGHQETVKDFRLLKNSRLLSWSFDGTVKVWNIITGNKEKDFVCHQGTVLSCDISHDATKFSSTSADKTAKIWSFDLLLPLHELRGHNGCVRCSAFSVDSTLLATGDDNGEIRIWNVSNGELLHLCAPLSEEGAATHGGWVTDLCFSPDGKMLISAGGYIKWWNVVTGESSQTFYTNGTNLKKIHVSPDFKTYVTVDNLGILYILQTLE
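Assay system – apoptosome proteins · Medium – Hepes buffer, pH 7.5 · Also added – cytochrome c with DEVD-Rh110 · Timing – 30 min compound preincubation, 50 min activation, room temperature · Detection – Rh110 fluorescence, excitation 480 nm, emission 540 nm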
SENP8 inh – SENP8 protease inhibitors, primary screen, biochemical, luminescence; Sentrin-specific protease 8 (Homo sapiens), Q96LD8; purified SENP8, Z-RLRGG-aminoluciferin cleavage; inhibition, % at 10 µM; 1.2% of 330,000 active
Starred values were filed as active, the others as inactive; nt = not tested or not shown. Rule as the data show it, unless noted: active = inhibition above about 50%; inactive = the rest.

Field names: A = Gli-Sufu antag; B = UBC13 inh; C = EBI2 block; D = 697 NFkB inh; E = Jurkat NFkB inh; F = CCR6 antag; G = Apaf1 inhib; H = SENP8 inh
1) CC(C)CCN(Cc1ccco1)S(=O)(=O)c1csc(C(N)=O)c1
  A: 11	B: -4	C: 2	D: -20	E: -9	F: 3	G: 13	H: -13

2) O=C(O)c1ccc(N2C(=O)CC(N3C(=O)/C(=C/c4ccc(Cl)cc4)SC3=S)C2=O)cc1 (stereo unspecified)
  A: 11	B: -22	C: 7	D: 20	E: -4	F: 5	G: 4	H: -4

3) c1ccc(NC2=Nc3cccc4cccc2c34)cc1
  A: 0	B: -2	C: 0	D: 6	E: -6	F: 12	G: 15	H: -8

4) O=S(=O)(c1ccccc1Br)N(CC(O)COCc1ccccc1)C1CC1 (stereo unspecified)
  A: -5	B: nt	C: 6	D: 13	E: nt	F: 28	G: 21	H: nt

5) CCN(CC)c1ccc(C=Nc2ccc(C)cc2)c(O)c1
  A: 3	B: 3	C: 2	D: 4	E: 5	F: 9	G: 5	H: -1

6) CCOC(=O)C1(Cc2ccccc2)CCN(Cc2ccc(C3CCCCO3)s2)CC1 (stereo unspecified)
  A: 3	B: 19	C: 3	D: -10	E: 1	F: 22	G: 5	H: -7

7) CCO/N=C/c1ccc(OC)c(Oc2nc(OC)cc(OC)n2)c1
  A: -2	B: -3	C: 1	D: -7	E: 1	F: 12	G: 5	H: -9

8) CCC(C(=O)c1ccccc1)N(C(=O)c1ccccc1Cl)N1C(=O)C2C3C=CC(C3)C2C1=O (stereo unspecified)
  A: -6	B: 4	C: 11	D: 9	E: 1	F: 10	G: 12	H: 9

9) NC(=O)CC(NC(=O)Cc1ccc(Br)cc1)c1ccc(N2CCN(c3ccc(F)cc3)CC2)c([N+](=O)[O-])c1 (stereo unspecified)
  A: -29	B: -1	C: -1	D: -9	E: 19	F: 6	G: 6	H: -9

10) O=C(Nc1ccc(S(=O)(=O)N2CCCCC2)cc1)C1CCCN(C(=O)c2ccc(Cl)cc2)C1 (stereo unspecified)
  A: 8	B: 40	C: 22	D: -5	E: 12	F: 24	G: 18	H: -1

Structural class, the compounds so far with two or more sulfur atoms
Field names: A = Gli-Sufu antag; B = UBC13 inh; C = EBI2 block; D = 697 NFkB inh; E = Jurkat NFkB inh; F = CCR6 antag; G = Apaf1 inhib; H = SENP8 inh
1) CC(C)CCN(Cc1ccco1)S(=O)(=O)c1csc(C(N)=O)c1
  A: 11	B: -4	C: 2	D: -20	E: -9	F: 3	G: 13	H: -13

2) O=C(O)c1ccc(N2C(=O)CC(N3C(=O)/C(=C/c4ccc(Cl)cc4)SC3=S)C2=O)cc1 (stereo unspecified)
  A: 11	B: -22	C: 7	D: 20	E: -4	F: 5	G: 4	H: -4

Remaining list, next part:
Field names: A = Gli-Sufu antag; B = UBC13 inh; C = EBI2 block; D = 697 NFkB inh; E = Jurkat NFkB inh; F = CCR6 antag; G = Apaf1 inhib; H = SENP8 inh
11) O=c1[nH]c2cc3c(cc2cc1CN(Cc1cccnc1)Cc1nnnn1Cc1ccco1)OCCO3
  A: 0	B: -7	C: 4	D: 6	E: -6	F: 3	G: 19	H: -12

12) Cc1nc(NC(=O)CN2CCOCC2)sc1C(=O)N(C)C
  A: -24	B: -3	C: 4	D: -7	E: -2	F: -4	G: 1	H: -13

13) COc1ccc(S(=O)(=O)N2CCC(C(=O)NC3CCCC3)CC2)cc1OC
  A: -5	B: -2	C: -21	D: 17	E: -4	F: 5	G: -6	H: 5

14) CN(C)CCC(=O)NCC1OCCc2ccccc21 (stereo unspecified)
  A: -1	B: 3	C: -12	D: 10	E: 8	F: 3	G: -11	H: 1

15) CC(C)(C)C#CC(CCc1ccccc1)OS(N)(=O)=O (stereo unspecified)
  A: nt	B: -11	C: nt	D: -39	E: -6	F: nt	G: 11	H: -23

16) O=C(CC1OC(=O)c2ccccc21)c1ccco1 (stereo unspecified)
  A: 4	B: -2	C: -4	D: 11	E: 3	F: -7	G: -2	H: -3

17) O=C(Nc1cccc(C(=O)O)c1)/C(=C/c1ccc2c(c1)OCO2)NC(=O)c1cccc(Br)c1
  A: 2	B: -8	C: -4	D: 1	E: -1	F: 7	G: 6	H: 1

18) CC1CCCN(C(=S)NCCc2ccccc2)C1 (stereo unspecified)
  A: -57	B: 5	C: -1	D: -9	E: -24	F: 24	G: 11	H: -6

19) CC1(O)CC(c2ccc(Cl)cc2)=NN1C(=O)c1ccc([N+](=O)[O-])cc1 (stereo unspecified)
  A: -24	B: -74	C: 20	D: 0	E: 0	F: 68*	G: 13	H: -4

20) N#Cc1c(SCC(=O)Nc2ccccc2)nsc1SCC(=O)Nc1ccccc1
  A: -7	B: -1	C: 5	D: 13	E: -2	F: 15	G: 4	H: -2

Copied from the list.
Entry of compound 17 in Apaf1 inhib: 6
Entry of compound 14 in Gli-Sufu antag: -1
Entry of compound 16 in SENP8 inh: -3

Later entries.
Field names: A = Gli-Sufu antag; B = UBC13 inh; C = EBI2 block; D = 697 NFkB inh; E = Jurkat NFkB inh; F = CCR6 antag; G = Apaf1 inhib; H = SENP8 inh
21) CCN(CC)S(=O)(=O)c1ccc(N2CCOCC2)c(NC(=O)c2cc([N+](=O)[O-])ccc2Cl)c1
  A: -5	B: -2	C: -12	D: -7	E: 15	F: 7	G: 8	H: -8

22) CCOCCCNC(=O)C(NC(=O)c1cnccn1)c1ccc(C)cc1 (stereo unspecified)
  A: -2	B: -3	C: -7	D: -6	E: -12	F: 5	G: 5	H: 2

23) CC(Sc1nnnn1-c1cccc(F)c1)C(=O)NC1CCCC1 (stereo unspecified)
  A: 4	B: 0	C: 6	D: -3	E: -13	F: 1	G: 1	H: 4

24) COc1ccc(C(=O)NCC(C)CN(C)C)cc1 (stereo unspecified)
  A: 6	B: 2	C: -8	D: 1	E: -7	F: -24	G: -11	H: 3

25) C=CCN1C(=O)c2cccc3c(N4CCCCC4)ccc(c23)C1=O
  A: -10	B: -18	C: 15	D: -65	E: -17	F: 16	G: -8	H: -2

26) C1COCCNCCOCCOCCOCCN1
  A: -4	B: 1	C: -5	D: 18	E: 9	F: 5	G: 7	H: 2

27) CCSc1cc(N2CCCC2)nc(-c2ccccc2Cl)n1
  A: 1	B: 2	C: 7	D: 19	E: -1	F: -5	G: -3	H: 3

28) Cc1cccc(NS(=O)(=O)c2ccc3c(c2)CCN3C(=O)CCC(=O)O)c1
  A: 8	B: -2	C: 0	D: 8	E: 5	F: -6	G: 4	H: -5

29) O=S(=O)(NCc1ccco1)c1ccccc1Br
  A: 6	B: 10	C: -1	D: -129	E: -107	F: -8	G: -9	H: 6

30) NN=C(c1cccc([N+](=O)[O-])c1)c1cccc([N+](=O)[O-])c1
  A: -10	B: -1	C: -5	D: 6	E: -16	F: 9	G: -12	H: -6

31) COc1ccc(CN2CCNC(=O)C2CC(=O)N2CCCN(C(C)=O)CC2)cc1OC (stereo unspecified)
  A: 0	B: -3	C: 0	D: -3	E: 7	F: 4	G: -4	H: -16

32) CCOC(=O)C1=C(COC(=O)/C=C/c2ccc(O)c(OC)c2)NC(=O)NC1C (stereo unspecified)
  A: -1	B: 7	C: 1	D: 1	E: -3	F: 12	G: 0	H: -2

33) O=C(NC1CCCCC1)n1c(=O)oc2cc(S(=O)(=O)N3CCCCC3)ccc21
  A: -4	B: -9	C: -4	D: -32	E: -2	F: -1	G: 6	H: -12

34) COc1ccc(N2CCN(C(CNS(=O)(=O)c3cccs3)c3cccnc3)CC2)cc1 (stereo unspecified)
  A: -14	B: -1	C: 3	D: -2	E: 0	F: 0	G: 9	H: -5

35) CCOC(=O)c1ccc(N2C(=O)C(C)=C(C)C2=O)cc1
  A: -61	B: -5	C: 3	D: -55	E: -33	F: 1	G: 5	H: -9

36) O=C(CCS(=O)(=O)c1ccc(Br)cc1)Nc1ccc(Cl)cc1F
  A: 3	B: 4	C: -9	D: -5	E: 5	F: 13	G: 9	H: 0

37) COC(=O)c1c(C(=O)OC)c2oc3ccccc3n2c1Cl
  A: 3	B: -1	C: 5	D: 4	E: -7	F: -11	G: 6	H: 4

38) CCCC1=C(C(=O)OCC)C(c2cccs2)C(C#N)=C(N)O1 (stereo unspecified)
  A: -25	B: 2	C: -6	D: -2	E: 2	F: 1	G: 3	H: 4

39) O=C(CCc1nc(-c2ccccn2)no1)NCc1ccc2c(c1)OCO2
  A: 6	B: 1	C: 5	D: 19	E: 17	F: -2	G: -20	H: 5

40) C=CCn1cccc(C(=O)Nc2ccc(OC)c(Cl)c2)c1=O
  A: -2	B: -1	C: 5	D: -25	E: -25	F: 5	G: 10	H: -15

41) CC(Oc1ccccc1)C(=O)NC1C(=O)N2C1SC(C)(C)C2C(=O)O (stereo unspecified)
  A: -5	B: -1	C: -16	D: 3	E: -5	F: -5	G: 1	H: 4

42) O=C(N/N=C/c1cccs1)C(=O)N1CCCC1
  A: 1	B: -6	C: -11	D: 2	E: -2	F: -1	G: 10	H: 0

43) COCC(C)n1c(C)cc(C(=O)COC(=O)c2ccc(N3CCCC3=O)cc2)c1C (stereo unspecified)
  A: 0	B: -4	C: -3	D: 6	E: 18	F: -8	G: 9	H: 2

44) Cc1cccc(C2c3[nH]c4ccccc4c3CCN2C(=O)c2nn(C)c(=O)c3ccccc23)n1 (stereo unspecified)
  A: 3	B: 10	C: 17	D: 31	E: 13	F: 16	G: 18	H: -1

45) COC(=O)c1sccc1NC(=O)c1ccccc1
  A: -11	B: 10	C: -30	D: -19	E: -7	F: 4	G: -2	H: 4

46) COc1ccc(-c2csc(N=C(N)N)n2)cc1
  A: -7	B: 12	C: -15	D: -12	E: -51	F: 4	G: -7	H: -9

47) CSCCC(NS(=O)(=O)c1ccc(Cl)cc1)C(=O)OCC(=O)c1ccc(F)cc1 (stereo unspecified)
  A: -4	B: 14	C: 8	D: 13	E: 0	F: 3	G: 20	H: 0

48) O=C(c1cc(=O)[nH]c2ccccc12)N1CCN(Cc2ccc3c(c2)OCO3)CC1
  A: -4	B: 1	C: 3	D: 18	E: -6	F: 10	G: -3	H: 10

49) COCCNS(=O)(=O)c1cc(F)ccc1OC
  A: -6	B: 2	C: -6	D: 8	E: -3	F: -1	G: 1	H: 2

Profiles as entered above. Values in the order: Gli-Sufu antag | UBC13 inh | EBI2 block | 697 NFkB inh | Jurkat NFkB inh | CCR6 antag | Apaf1 inhib | SENP8 inh
Listed for `C1COCCNCCOCCOCCOCCN1` → -4 | 1 | -5 | 18 | 9 | 5 | 7 | 2
Listed for `CN(C)CCC(=O)NCC1OCCc2ccccc21` (stereo unspecified) → -1 | 3 | -12 | 10 | 8 | 3 | -11 | 1
Listed for `CCOCCCNC(=O)C(NC(=O)c1cnccn1)c1ccc(C)cc1` (stereo unspecified) → -2 | -3 | -7 | -6 | -12 | 5 | 5 | 2
Listed for `CCOC(=O)C1=C(COC(=O)/C=C/c2ccc(O)c(OC)c2)NC(=O)NC1C` (stereo unspecified) → -1 | 7 | 1 | 1 | -3 | 12 | 0 | -2
Listed for `O=C(CCS(=O)(=O)c1ccc(Br)cc1)Nc1ccc(Cl)cc1F` → 3 | 4 | -9 | -5 | 5 | 13 | 9 | 0

The list is partial; count on the stated rates, not on these rows.
